# Tat export inh – E. coli Tat transport inhibition | inhibition, % at 10 µM | E. coli MC4100 TorA-mCherry Tat export, fluorescence | 0.036% of 340,000 active;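 active = mean replicate inhibition at least 50% and at least half of replicates individually reaching 50%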;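 note: exported cargo escapes ClpAP degradation while cytoplasmic cargo is degraded and loses fluorescence; 0% = median of neutral control wells and 100% = median of NaSCN control wells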
# Ecoli viability – counter-screen for AddAB inhibitors: E. coli growth inhibition; E. coli V3065 growth, OD600 absorbance, 18 h; inhibition, % at 11.9 µM; 0.27% of 330,000 active; AID 449728;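 active = inhibition above the campaign's mean inhibition across all tested compounds plus 3 SD, cut at about 9.9% in these data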;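 note: uninfected addAB+ strain grown without phage in ampicillin broth; 0% = DMSO wells and 100% = ciprofloxacin 0.95 µg/ml wells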
# PKA-R1A activ – activates the PKA-R1A holoenzyme complex; P00514+P68181; PKA-R1A dissociation, Cy5-IP20 fluorescence polarization; scaled: DMSO 0%, 113 µM cGMP 100%; activation, % at 11.4 µM; 0.083% of 340,000 active;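 active = percent activation above the mean of all tested compounds plus 3 SD, cut at about 19% in these data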;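 note: higher means more PKAc released from R1A so a rise in polarization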
# PfHsp90 yeast 2 – inhibits growth of yeast expressing Plasmodium falciparum Hsp90 | S. cerevisiae expressing PfHsp90, BacTiter-Glo ATP, 48 h; yeast lacking PDR1 and PDR3 efflux regulators | inhibition, % at 9.4 µM | 0.32% of 310,000 active;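 active = every replicate shows inhibition above about 80%, whatever the replicate mean, limit read from the data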;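 note: 0% = DMSO neutral controls and 100% = 20 µM radicicol positive controls; yeast relying on Plasmodium falciparum Hsp90 in place of its own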
# PKA-R2B activ – PKA-R2B complex activation; PKA-R2B holoenzyme dissociation, Cy5-IP20 fluorescence polarization; R2B truncated from residue 108, S112A mutant; 0% DMSO only, 100% 113 µM cGMP; P22694+P31323; activation, % at 11.4 µM; 0.079% of 340,000 active;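 active = activation above a cutoff set at the mean over all compounds plus 3 SD, cut at about 18% in these data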;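 note: higher means more holoenzyme dissociation and a rise in polarization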
# SUMO Mot1 rescue – blocks SUMOylation pathway, rescuing yeast Mot1-301 growth. S. cerevisiae Mot1-301 growth rescue, ATP luminescence, 38.5C; percent above DMSO median, 100 means doubled. growth rescue, % at 18.8 µM. 1% of 320,000 active. AID 2716;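 active = every valid replicate shows activation above 250% relative to neutral control wells; inactive = the rest, any valid replicate at or below 250%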;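 note: OY570 slx delta 5 strain wells were the positive control but not used for scaling; some compounds called inactive have numbers as strong as hits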
# MOR-DOR ag – agonists of human mu-delta opioid receptor heterodimerization; P35372+P41143; cells, OPRM1-OPRD1 heterodimerization, luminescence; activation, % at 9.3 µM; 0.3% of 340,000 active; in the data active = activation above about 18%;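 note: 0% = vehicle-treated cells and 100% = reference agonist; values of inactives mirror those of a sister screen read the other way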
# Target sequence (P35372 whole entry, looked up): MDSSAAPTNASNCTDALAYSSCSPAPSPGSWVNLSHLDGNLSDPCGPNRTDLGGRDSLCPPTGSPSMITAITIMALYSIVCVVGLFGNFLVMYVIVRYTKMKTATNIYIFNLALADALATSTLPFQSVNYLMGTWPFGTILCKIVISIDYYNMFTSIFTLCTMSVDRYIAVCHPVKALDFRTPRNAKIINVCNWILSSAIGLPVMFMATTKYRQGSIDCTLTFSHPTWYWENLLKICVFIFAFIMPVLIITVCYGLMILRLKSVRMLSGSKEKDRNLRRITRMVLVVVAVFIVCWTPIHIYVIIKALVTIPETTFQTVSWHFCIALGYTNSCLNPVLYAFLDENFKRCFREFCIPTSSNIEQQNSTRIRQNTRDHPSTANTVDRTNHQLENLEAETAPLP
# Target sequence (P41143 whole entry, looked up): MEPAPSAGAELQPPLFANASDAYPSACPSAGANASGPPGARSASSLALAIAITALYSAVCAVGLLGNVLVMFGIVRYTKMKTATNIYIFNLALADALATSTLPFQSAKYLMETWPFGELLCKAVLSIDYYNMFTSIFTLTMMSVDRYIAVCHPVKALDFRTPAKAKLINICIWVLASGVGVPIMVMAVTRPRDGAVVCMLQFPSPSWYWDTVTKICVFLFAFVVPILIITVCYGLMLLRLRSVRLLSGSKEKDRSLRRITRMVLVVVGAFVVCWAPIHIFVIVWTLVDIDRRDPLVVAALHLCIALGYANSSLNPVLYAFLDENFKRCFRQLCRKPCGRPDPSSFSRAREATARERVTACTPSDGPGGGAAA
# OPRM1-OPRD1 inv – mu-delta opioid heterodimer inverse agonism | P35372+P41143 | inhibition, % at 9.3 µM | cell-based MOR-DOR heterodimer luminescence | 0.21% of 340,000 active | AID 504357; in the data active = inhibition above about 22%, passing the limit was not always enough;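 note: 0% = cells with DMSO and 100% = wells without cells with DMSO; values of inactives mirror those of a sister screen read the other way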
# phage Ecoli inh – E. coli growth loss with phage present. inhibition, % at 11.9 µM. growth absorbance. AID 651602. 0.26% of 360,000 active; in the data active = inhibition above about 11%
# AddAB inh – less growth of phage-infected E. coli with AddAB | E. coli expressing H. pylori AddAB, absorbance growth | inhibition, % at 11.9 µM | 0.29% of 330,000 active | AID 435030; in the data active = inhibition above about 12%;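 note: 0% = vehicle wells of infected cells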
# HTR5A inv ctr – inverse agonist of human HTR5A in OPRM1-OPRD1 counter-screen; P47898; HTR5A cell line, luminescence, inverse agonism; inhibition, % at 9.3 µM; 0.083% of 340,000 active; AID 504634; in the data active = inhibition mostly above about 23%, no sharp cut-off; inactive = mostly below about 18%;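 note: 0% = cells with DMSO and 100% = no-cell wells with DMSO; some compounds called inactive have numbers as strong as hits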
# An asterisk follows results filed as active; . = not tested or not shown.
SMILES,Tat export inh,Ecoli viability,PKA-R1A activ,PfHsp90 yeast 2,PKA-R2B activ,SUMO Mot1 rescue,MOR-DOR ag,OPRM1-OPRD1 inv,phage Ecoli inh,AddAB inh,HTR5A inv ctr
COc1cccc(-c2csc(N3CCN(C(=O)Nc4ccc(Cl)cc4)CC3)n2)c1,-6,-0.2,-8,6,-13,4,9.1,-49,5.4,-0.6,-3
Cn1c(SCC(=O)NCC2CCCO2)ncc(C(=O)Nc2ccc(Cl)cc2)c1=O (stereo unspecified),2,-1.5,-3,3,4,-4,1.6,-10,1.9,-1.2,2
CCOc1ccc2nc(NC(=O)CSc3nnnn3C3CCCCC3)sc2c1,8,0.6,4,-22,-7,41,5.2,-24,0.0,2.0,14
CN(C)C(=O)c1cc(C(=O)c2ccc(F)cc2C(F)(F)F)c[nH]1,0,-0.8,-1,-6,10,-10,-0.1,0,3.4,-0.3,8
CCn1c(COc2ccc3c(c2)OCO3)nnc1SCC(=O)O,-5,2.4,-6,42,-7,-14,-3.2,13,1.4,3.5,5
O=C(Nc1ccc(Br)cc1)C1CCN(C(=O)c2ccco2)CC1,-11,4.6,3,18,2,0,0.8,-7,5.2,6.4,-5
CCn1cc(CN2CCC(n3nccc3NC(=O)Cc3ccccc3)CC2)c(C)n1,4,-2.7,-9,7,-1,-14,-1.6,8,0.7,2.3,-5
CCOC(=O)c1cc(C#N)c(C)nc1N(CC)CC,-7,2.2,3,-9,-1,-8,-1.1,6,1.4,3.6,10
COc1ccc(C(C(=O)NC(C)(C)C)N(C(=O)Cn2nnc3ccccc32)c2cccc(C(C)=O)c2)cc1O (stereo unspecified),1,-1.0,-8,-12,7,39,-1.9,10,0.0,2.3,-12
COc1cc(C(=O)OCCN2CCCCC2)ccc1O,-4,-0.8,-5,-5,3,383,-0.8,5,2.4,0.3,11

# Whole records, looked up by structure. Values in the order: Tat export inh	Ecoli viability	PKA-R1A activ	PfHsp90 yeast 2	PKA-R2B activ	SUMO Mot1 rescue	MOR-DOR ag	OPRM1-OPRD1 inv	phage Ecoli inh	AddAB inh	HTR5A inv ctr
# Profile of COc1ccc(C(C(=O)NC(C)(C)C)N(C(=O)Cn2nnc3ccccc32)c2cccc(C(C)=O)c2)cc1O (stereo unspecified) = 1	-1.0	-8	-12	7	39	-1.9	10	0.0	2.3	-12
# Profile of CN(C)C(=O)c1cc(C(=O)c2ccc(F)cc2C(F)(F)F)c[nH]1 = 0	-0.8	-1	-6	10	-10	-0.1	0	3.4	-0.3	8

# (further entries)
SMILES,Tat export inh,Ecoli viability,PKA-R1A activ,PfHsp90 yeast 2,PKA-R2B activ,SUMO Mot1 rescue,MOR-DOR ag,OPRM1-OPRD1 inv,phage Ecoli inh,AddAB inh,HTR5A inv ctr
Cc1cc(Cl)cc(C)c1OCCNCc1ccccc1,4,0.9,-2,9,4,-2,6.6,-31,2.2,1.3,-11
COc1ccccc1NC(=O)CNC(=O)Cn1cnc2sc(C)c(C)c2c1=O,5,-1.4,-8,13,7,-10,-1.2,6,2.4,2.7,6
COc1cc(S(=O)(=O)N2CCCCC2)ccc1NC(=O)c1ccncc1,1,1.3,12,6,-1,-6,-2.6,14,0.5,4.4,12
CCS(=O)(=O)Nc1cccc(C2=NN(C(C)=O)C(c3cccs3)C2)c1 (stereo unspecified),0,2.2,10,-11,2,175,-1.1,6,3.0,4.1,2
O=C(/C=C1\NC2(CCCC2)Cc2ccccc21)C(=O)N/N=C/c1ccc(O)c(O)c1,13,2.3,3,-4,-15,9,3.2,-22,7.4,0.0,19
COc1cc(NC(=O)CN2c3cccc4cccc(c34)S2(=O)=O)cc(OC)c1OC,1,0.5,-3,35,4,-6,-1.0,6,3.1,0.0,0
CC(C)(C)NC(=O)Cn1c(SCC(=O)NCc2cccs2)nc2ccccc21,1,3.9,-16,19,-3,-2,.,.,2.0,1.0,.
O=C(c1cccc([N+](=O)[O-])c1)N1CCCC(C(=O)N2CCCCCC2)C1 (stereo unspecified),-3,0.5,-13,0,-11,-2,-2.1,10,3.6,0.9,-14
CCC(C)N(C(=O)Cn1nnc2ccccc21)C(C(=O)Nc1ccc(F)cc1)c1cccc(OC)c1 (stereo unspecified),-2,-0.5,-8,8,4,12,1.2,-7,-1.9,0.8,-1
CC1(C)CC(=O)C(C=Nc2ccc(C(=O)c3ccccc3)cc2N=CC2=C(O)CC(C)(C)CC2=O)=C(O)C1,4,-0.6,-3,-32,-8,21,0.6,-3,1.4,0.5,-4
FC(F)Oc1ccc(NC(=S)NCc2nc3ccccc3[nH]2)cc1,-74,17*,0,12,-3,-16,-2.8,13,17*,16*,7
CC(C)C(NC(=O)c1cccs1)C(=O)NC1CCCCC1 (stereo unspecified),1,-1.8,-11,-3,-9,-2,-2.4,10,3.1,2.0,3
CCCCNC(=O)N1CCN(c2ccccc2OC)CC1,-7,0.4,-7,30,-11,45,-0.2,1,4.3,4.7,7
CCN(c1ccc(NC(=O)COC(=O)/C=C/c2ccco2)cc1)C(C)C,12,-1.7,-1,1,-7,11,0.7,-3,2.3,-2.5,9
COc1ccc(S(=O)(=O)N2CCCCCC2)cc1NC(=O)c1ccccc1F,-3,2.5,-13,-6,2,-18,-1.8,7,0.0,-1.1,-10
COc1ccccc1C1CC(c2ccc(NS(C)(=O)=O)cc2)=NN1C(=O)c1ccccc1 (stereo unspecified),1,-1.8,-1,-10,-23,-11,-2.3,12,4.9,3.2,-6
O=C(OC(C(=O)NCc1ccc(F)cc1)c1ccccc1)c1ccco1 (stereo unspecified),6,1.7,-3,-18,-12,-4,0.7,-5,0.8,3.6,-9
C/C(=N\NC(=O)C1COc2ccccc2O1)c1ccc(Cl)s1 (stereo unspecified),4,0.2,-6,-8,-12,181,4.6,-21,3.2,0.7,7
CCOC(=O)C1=C(COC(=O)/C=C/c2ccccc2Cl)NC(=O)NC1C (stereo unspecified),10,-1.8,7,-14,8,-11,1.2,-7,3.3,-0.1,-17
O=C(c1cccc(N2C(=O)c3ccccc3C2=O)c1)N1CCCC(C(F)(F)F)C1 (stereo unspecified),-5,-1.5,-10,-14,3,-10,-1.2,8,4.9,0.3,20
CCNC(=S)NCC,0,.,3,-12,-4,.,-1.7,9,5.5,.,2
Cc1cccc(NC(=S)NNC(=O)c2ccc(O)cc2O)c1C,-1,2.8,-3,8,1,512,0.1,-1,4.8,2.8,8
N#Cc1cccc(C(c2nnnn2C2CCCC2)N2CCCCCC2)c1 (stereo unspecified),6,0.1,1,12,-8,11,-1.1,6,0.2,1.1,-16
CC(C)=C1C2CCC1C1C(=O)N(CCc3ccccc3)C(=O)C21 (stereo unspecified),-6,0.3,-17,12,1,-4,4.2,-26,3.2,0.5,-13
Cc1ccccc1NC(=S)NC(=O)C1CCCCC1,-4,-0.8,0,9,-3,-1,6.1,-32,3.2,-3.1,-18
COc1ccc2nc3cc([N+](=O)[O-])ccc3c(NNc3ccc([N+](=O)[O-])cc3)c2c1,-7,.,-5,17,-12,.,5.0,-26,0.8,.,-7
O=C(C1CCN(S(=O)(=O)N2CCCC2)CC1)N1CCCCC1,3,-0.2,0,-10,-1,3,-1.9,11,6.5,3.0,-18
COc1ccccc1CCNC(=O)Cn1ccc2cc(S(=O)(=O)N3CCC(C)CC3)ccc21,8,2.4,-8,-15,-2,-10,-2.2,11,3.7,3.4,1
CCC(=O)NC1(C(F)(F)F)C(=O)Nc2c1c(=O)[nH]c(=O)n2Cc1ccco1 (stereo unspecified),-4,0.2,-9,4,0,-19,3.8,-20,1.9,-0.7,-2
O=C(c1cc(Cl)nc2ccccc12)N1CCN(S(=O)(=O)c2cccc(C(F)(F)F)c2)CC1,6,-0.9,-2,-19,-2,-16,-0.9,6,-0.1,0.8,3
CC(=O)n1nc(-c2cccnc2)nc1NCc1cccs1,-8,-3.1,-2,9,-10,75,-3.7,19,-2.5,-0.8,-23
Cn1c(=O)[nH]c(=O)c2c1nc(NCc1ccccc1)n2CCCc1ccccc1,2,-0.7,15,6,-6,-4,-3.8,16,0.8,-0.6,5
N#CC1=C(N)Oc2n[nH]c(-c3cccs3)c2C1c1ccsc1 (stereo unspecified),-4,0.0,5,-9,5,-5,-1.8,11,3.2,-0.6,8
O=c1cc(Cc2ccccc2)[nH]c(=S)[nH]1,-1,0.8,3,25,-6,2,-3.0,16,3.1,-0.8,11
Cc1ccc(NS(=O)(=O)c2cc(C(=O)Nc3cccc(N(C)S(C)(=O)=O)c3)ccc2C)c(C)c1,4,1.3,-22,3,-11,8,-0.8,4,2.5,-1.2,-3
O=C(CC1C(=O)NCCN1Cc1ccccc1C(F)(F)F)NC1CCCC1 (stereo unspecified),-2,1.0,-12,-3,0,76,-2.0,11,2.1,1.4,-12
Cc1cccc(NC(=O)COC(=O)c2ccccc2SCC(=O)N2CCCC2)c1,-7,-2.1,-18,-10,-6,8,-2.1,11,3.0,3.5,2
COc1ccc(OC)c(-c2nc(CN3CCCCC3c3cccnc3)c(C)o2)c1 (stereo unspecified),-5,-1.0,-13,-11,-11,-15,-1.2,6,0.9,4.3,6
O=C(O)c1cc(NS(=O)(=O)c2ccc(NCc3ccccc3)c([N+](=O)[O-])c2)cc(C(=O)O)c1,0,2.6,8,-28,-8,11,-4.7,23,2.9,0.6,1
COc1ccc(NC(=O)c2sc3nc(-c4cccnc4)ccc3c2N)cc1,1,1.0,-8,1,14,1,2.6,-13,3.7,2.0,27
CCN1C(=O)N/C(=C/c2cc(C)n(Cc3ccccc3)c2C)C1=O,2,0.9,-15,-6,-10,-7,-0.7,5,2.9,0.3,0
COc1ccc(C(=O)NC2=NCCS2)cc1,2,-0.2,-9,7,-13,2,-2.6,13,4.5,1.6,5
COc1ccccc1NC(=O)COC(=O)c1ccccc1SCC(=O)N1CCCC1,5,3.3,-6,-17,-8,-2,-2.4,13,2.7,2.2,2
OCCCCNCc1cc(Br)ccc1OCc1ccccc1,0,0.4,-10,-22,0,4,-1.5,8,3.2,6.9,6
CCCn1c(SCC(=O)N2CCN(c3ccccc3)CC2)nc2ccccc2c1=O,6,2.6,-3,-3,-1,-1,-1.9,10,1.6,-1.7,10
Cc1c(C)c2ccc(OCc3ccc(C(=O)O)o3)c(C)c2oc1=O,4,2.9,-14,-13,7,-7,-0.9,5,-0.2,1.4,-4
CCc1nnc(NC(=O)C2CCN(c3nccc(C)n3)CC2)s1,-23,0.5,-12,-21,-7,-10,-0.7,4,-0.3,2.9,-30
CC(O)CSc1nc2c(c(=O)[nH]c(=O)n2C)n1CC(O)COc1ccccc1 (stereo unspecified),2,0.3,-7,-6,2,119,-3.9,18,6.7,-0.6,-5
CC(C)c1cc(C(=O)O)n[nH]1,-6,1.1,-4,4,4,-3,-0.2,1,1.8,2.8,-15
Cc1cc2c(cc1C)C(c1ccsc1)CC(=O)N2 (stereo unspecified),-6,1.0,-4,20,1,114,-1.6,8,2.9,1.9,-5
Cc1ccc(NC(=O)/C=C/C(=O)O)c(NC(=O)c2ccccc2)c1,-1,-0.7,-11,-20,-1,10,-0.7,3,0.3,0.0,2

# Compound activity (PubChem BioAssay)
